Source: PubChem BioAssay
RAD54 branch: blocks human RAD54 Holliday junction branch migration | FAM/BHQ fluorescence | 360,000 tested, 0.14% active | inhibition, % at 10.4 µM | Q92698;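 active = mean normalized replicate activity at least 40 and at least half of replicates scoring 40 or more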;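 also: 0% = median of neutral control wells and 100% = median of positive control wells; inhibitors cause a drop in the FAM fluorescence signal; in these data hits start at about 50%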
ERp5 inh: ERp5 (human) disulfide isomerase inhibition; AID 651711; ERp5 insulin aggregation, absorbance 650 nm, 90 min; 350,000 tested, 0.05% active; inhibition, % at 9.99 µM;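 active = mean replicate inhibition above about 25%, with every replicate also reaching it, limit read from the data, passing the limit was not always enough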
Target sequence (Q15084 whole entry, looked up): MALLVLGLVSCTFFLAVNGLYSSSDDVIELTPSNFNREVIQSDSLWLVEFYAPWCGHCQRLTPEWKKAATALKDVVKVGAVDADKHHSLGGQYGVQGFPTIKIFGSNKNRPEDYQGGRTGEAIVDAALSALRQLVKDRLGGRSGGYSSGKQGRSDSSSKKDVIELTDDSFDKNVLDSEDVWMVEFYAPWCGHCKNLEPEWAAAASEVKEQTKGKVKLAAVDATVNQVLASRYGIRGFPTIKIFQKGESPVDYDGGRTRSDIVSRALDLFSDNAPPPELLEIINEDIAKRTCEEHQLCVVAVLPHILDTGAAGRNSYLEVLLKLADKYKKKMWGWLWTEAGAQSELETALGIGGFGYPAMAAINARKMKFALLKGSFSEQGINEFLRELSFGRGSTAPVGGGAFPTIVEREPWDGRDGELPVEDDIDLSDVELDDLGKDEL
PglD DTNB: PglD (C. jejuni) enzyme inhibition; purified PglD enzyme, DTNB colorimetric CoA detection; inhibition, % at 12.5 µM; 360,000 tested, 0.098% active; in the data active = inhibition above about 16%, passing the limit was not always enough; also: strong numbers were not always called active
ARNT-TACC3 inh: disrupts binding between human ARNT and TACC3; AID 623870; AlphaScreen His-ARNT PAS-B/GST-TACC3 binding, luminescence; TACC3 fragment carries E629A point mutation; 390,000 tested, 0.66% active; Q9Y6A5; inhibition, % at 9.99 µM;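 active = mean inhibition of replicates at least 50% and at least half of replicates each reaching 50%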;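 also: 0% = complete ARNT plus TACC3 wells and 100% = ARNT alone without TACC3; many hits fall short of the cut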
esBAF inh: SWI/SNF esBAF complex inhibition; 350,000 tested, 2% active; AID 602393; mouse ES cells, Bmi1-luciferase knock-in reporter, 24 h; 100% = twice the neutral-well signal; reporter increase, % at 12.5 µM; in the data active = activation above about 40%;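 also: 0% = median of the plate's neutral control wells and 100% = double that signal; a rise in the Bmi1 reporter signal indicates esBAF inhibition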
CASP6 VEID inh: caspase-6 (human) enzyme inhibition. P55212. inhibition, % at 12.5 µM. purified caspase-6, Z-VEID-R110 cleavage fluorescence. AID 686996. 350,000 tested, 0.53% active;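 active = mean inhibition across replicates at least about 35%, with every replicate also reaching that limit, limit read from the data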;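 also: 0% = median of neutral control wells and 100% = no fluorescence left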
Target sequence (P55212 24-179 limits assumed): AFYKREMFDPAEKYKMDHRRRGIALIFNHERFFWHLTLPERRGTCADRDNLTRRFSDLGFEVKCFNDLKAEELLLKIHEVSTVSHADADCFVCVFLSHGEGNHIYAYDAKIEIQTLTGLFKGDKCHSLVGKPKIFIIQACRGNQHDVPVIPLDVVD
Target sequence (P55212 194-293 limits assumed): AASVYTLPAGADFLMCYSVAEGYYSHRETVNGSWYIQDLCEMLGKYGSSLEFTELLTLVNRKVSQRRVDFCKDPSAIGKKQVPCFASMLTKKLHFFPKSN
E-sel inducer: induces E-selectin expression in human endothelial cells. P16581. HUVEC E-selectin immunofluorescence imaging; normalized: neutral wells 0, TNF-alpha wells 100. activation, % at 7.58 µM. 260,000 tested, 0.37% active. AID 686992;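 active = mean E-selectin-positive cell signal at least 10% of the positive control, reached in at least 60% of replicates, without over 20% cell loss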;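 also: in these data hits start at about 27%; measured in HUVEC primary endothelial cells; signal is the percent of cells scored E-selectin positive by PE staining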
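material = human umbilical vein endothelial cells (HUVEC), E-selectin induction | quantity = 3,000 cells/well | medium = EGM-2 growth medium on 0.1% gelatin-coated wells | technique = immunofluorescence imaging | read-out basis = % PE-positive cells | control set = TNF-alpha positive control, DMSO neutral control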
RAD52 inh: inhibitors of human RAD52 DNA annealing. AID 651710. recombinant RAD52 DNA annealing, FRET fluorescence. P43351. inhibition, % at 18.7 µM. 360,000 tested, 0.46% active;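 active = every replicate showing at least 50% inhibition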
Numbers without * were called inactive; x = not tested or not shown. No enrichment for hits, and some 3.2% of all compounds hit somewhere here.

entry	Structure	RAD54 branch	ERp5 inh	PglD DTNB	ARNT-TACC3 inh	esBAF inh	CASP6 VEID inh	E-sel inducer	RAD52 inh
1	CC(COc1ccc(C(C)C)cc1)NC(=O)c1ccc(Br)o1 (stereo unspecified)	-8	-2	-4	-2	-4	1	-0.2	1
2	CCN1C(=O)N(c2ccc(C(C)=O)cc2)S(=O)(=O)c2ccccc21	6	2	-7	12	-11	0	0.8	-11
3	Cc1ccc(CNS(=O)(=O)c2ccc(-c3cnc(C4CC4)o3)cc2)cc1	-1	8	-4	1	0	0	-0.5	-7
4	COC(=O)c1ccc(NC(=O)c2ccc3nccnc3c2)cc1	-20	-1	6	25	14	2	x	1
5	CCNC(=O)[C@@H]1[C@@H](CO)[C@@H]2Cn3c(ccc(-c4cncnc4)c3=O)[C@@H]2N1Cc1ccc2c(c1)OCO2	-8	-2	-3	1	3	-1	1.1	-4
6	COc1ccc(Cc2nnc(NC(=O)c3ccc(OC)c(OC)c3)s2)cc1OC	12	5	1	1	-9	2	-1.8	-1
7	C[C@@H]1CN([C@@H](C)CO)C(=O)c2cc(C#CC3(O)CCCC3)cnc2O[C@H]1CN(C)C(=O)Nc1ccc2c(c1)OCO2	4	6	-3	2	21	0	-0.3	8
8	COc1ccccc1-c1ccc(SCC(=O)NCc2ccc3c(c2)OCO3)nn1	x	2	x	-6	x	-3	-0.1	-23
9	Cc1cccc(NC2=C(NCCO)C(=O)c3ccccc3C2=O)c1	-5	-7	-1	39*	x	92*	0.0	-7
10	O=C(Nc1cccc(F)c1)N1CC(=O)N2[C@H](CO)[C@@H](c3ccc(C#Cc4cccnc4)cc3)[C@@H]2C1	x	1	x	x	x	0	0.5	-22
11	O=C(CSc1nc(Nc2ccccc2)nc(N2CCOCC2)n1)Nc1cc(Cl)ccc1O	-4	-1	2	-6	12	1	-0.1	-2
12	CC=Cc1ccc2n(c1=O)C[C@@H]1[C@@H](CO)[C@H](C(=O)NCCc3cn(C)cn3)N(C(=O)C3CC3)[C@H]21 (mixture of isomers)	-4	-1	2	9	3	-10	0.7	5
13	COc1ccc(OC)c(N(CC(=O)N2CCCC2)S(=O)(=O)c2ccc(OC)c(OC)c2)c1	-5	x	-4	-1	0	x	x	x
14	COc1ccc(OC)c(C2NC(=O)c3sc(=S)n(-c4ccccc4)c3N2)c1 (stereo unspecified)	-5	x	-4	10	-9	x	x	x
15	CCCCN(C)CCCNC(=O)Cn1cc2c(n1)-c1c(oc(C(=O)N3CCCC3)c1C)CC2	1	-1	1	x	-1	6	-0.2	-11
16	N#Cc1cccc(C(c2nnnn2Cc2ccccc2)N2CCCC2)c1 (stereo unspecified)	-11	-1	-4	-2	5	1	x	-2
17	O=C(CSc1ccc(-c2ccccc2)nn1)N1CCCc2ccccc21	2	-1	3	-1	x	0	16	-8
18	COc1cccc(N2CCN(S(=O)(=O)c3ccc4ccccc4c3)CC2)c1	3	3	-3	0	-5	0	-0.4	-11
19	O=C(Cc1ccccc1)Nc1cccc(-c2nc3ncccc3o2)c1	11	x	6	-10	29	x	x	x
20	Cc1ccc(NC(=O)CCC(=O)O)cc1F	10	-4	-2	-2	-6	-4	x	-15
21	Cc1nc2ccc(NS(=O)(=O)c3c(F)cccc3F)cc2s1	-6	-5	1	1	11	2	-0.3	-21
22	Cc1ccc(C(=O)N/N=C\C=C\c2ccccc2[N+](=O)[O-])cn1	x	1	x	5	x	0	x	6
23	CC1c2ccsc2CCN1C(=O)NC(=O)c1ccc(Cl)cc1 (stereo unspecified)	-5	-4	-3	4	0	0	x	4
24	CC(NC(=O)C(=O)NN=C1CCC(C(C)(C)C)CC1)c1ccccc1 (stereo unspecified)	-2	-1	-5	0	x	3	x	-16
25	CCC(=O)NC(c1cccs1)c1cc(Cl)c2cccnc2c1O (stereo unspecified)	x	-6	x	4	x	1	-4.9	-10
26	CC1CN(Cc2csc(-c3ccc(Cl)cc3)n2)CC(C)O1 (stereo unspecified)	-10	3	6	-1	47*	3	x	-6
27	CCOC(=O)CN1C(=O)C(O)(c2c(C)[nH]c3ccccc23)c2ccccc21 (stereo unspecified)	0	x	0	0	-8	x	x	x
28	O=C(Nc1cccc2ccccc12)N(c1ccccc1)c1ccccc1	x	2	x	-4	3	0	0.1	4
29	CCCc1nc2cc3c(cc2[nH]1)n(C)c(=O)n3C	4	0	2	-7	1	0	0.0	-2
30	C[C@H]1CN([C@@H](C)CO)C(=O)Cc2cc(NC(=O)c3ccncc3)ccc2O[C@@H]1CN(C)Cc1ccc(C(=O)O)cc1	-1	3	-3	-6	1	2	x	-5
31	OCC(CO)(CO)NCC(O)CN1c2ccccc2Sc2ccccc21 (stereo unspecified)	4	x	1	0	3	x	x	x
32	CC(=O)[C@H]1[C@H](CCc2ccccc2)NC(=O)N(Cc2ccccc2)[C@@H]1C	-1	6	4	0	-4	-5	-0.1	-10
33	CC1(C)CC(=O)c2cc(C(=O)O)c(=O)n(-c3ccccc3)c2C1	-7	x	5	-4	-7	x	x	x
34	O=C(O)CCCc1ccc2c(c1)CCc1ccccc1-2	3	-4	-2	4	-53	1	x	-13
35	O=C1NC(=O)/C(=C/C(=O)N2CCOCC2)S1	18	-4	-5	-1	-5	1	0.0	-9
36	COc1cc2c(cc1OC)CN(CC(=O)Nc1ccc(S(=O)(=O)N(C)C)cc1)CC2	-9	3	-2	6	6	2	5.6	-20

37. COc1ccc(NC(=O)N2CC(=O)N3[C@H](CO)[C@@H](c4ccc(Br)cc4)[C@H]3C2)cc1
38. COc1cccc(C(=O)Nc2ccc3c(c2)OC[C@H](C)N(C)C[C@H](C)[C@@H](OC)CN(C)C3=O)c1
39. Cc1ccc(S(=O)(=O)Nc2cccc(S(=O)(=O)Nc3ccccc3C(=O)O)c2)c(C)c1
40. COc1ccc(C(=O)NC(=S)N2CCNC(=O)C2CC(=O)OC(C)C)cc1 (stereo unspecified)
41. CCOC(=O)C1CCN(C(=O)c2cc3c(C)cc(C)cc3[nH]2)CC1
42. Cc1ccccc1N/C(SCc1ccc(Cl)cc1)=C(/C#N)C(=O)NCc1ccco1
43. Cc1ccc(C)c(Nc2nc(N)c3ccccc3n2)c1
44. CCC(C)NC(=O)CCC(=O)Nc1ccc2nc(N3CC(C)CC(C)C3)cc(C)c2c1 (stereo unspecified)

Compound,37,38,39,40,41,42,43,44
RAD54 branch,x,x,18,-2,0,-3,x,-19
ERp5 inh,0,-1,-10,0,4,x,6,-2
PglD DTNB,x,x,0,-1,5,3,x,-2
ARNT-TACC3 inh,x,x,-1,0,0,-3,-18,-7
esBAF inh,x,x,2,1,3,-9,x,x
CASP6 VEID inh,4,-1,7,6,-2,x,0,3
E-sel inducer,0.3,1.4,0.0,3.7,0.2,x,x,0.3
RAD52 inh,1,4,-24,-3,-2,x,2,-52

45. CCCC[C@@H]1C=C(C(=O)O)[C@H](c2ccc(Cl)cc2)N1S(=O)(=O)c1ccc(C)cc1
46. O=C(C[C@H]1CC[C@H](NC(=O)c2ccncc2)[C@@H](CO)O1)NCC1CC1
47. C[C@@H]1CN([C@H](C)CO)C(=O)c2cc(NC(=O)C3CC3)ccc2O[C@H]1CN(C)C(=O)Nc1ccc(F)cc1
48. O=C(Nc1ccc(F)cc1)N1C[C@@H]2[C@H](c3ccccc31)[C@@H](CO)N2C(=O)Cc1ccccc1
49. O=C(CCCC(=O)N(CC(=O)NC1CCCC1)Cc1ccccc1Cl)Nc1ccccn1
50. CC(C)C[C@@H](CN1CCC[C@@H]1CN1C(=O)C(=O)NC[C@@H]1Cc1ccccc1)N1C[C@H](Cc2ccc(O)cc2)N(CC2CCCCCC2)C(=O)C1=O
51. CC(C)C1Cc2c(sc3c2c(=O)n(-c2ccccc2)c2n[nH]c(=S)n32)CO1 (stereo unspecified)
52. Cc1ccccc1OCC(=O)NNC(=O)c1cc(S(=O)(=O)N2CCOCC2)ccc1N1CCCC1

Compound,45,46,47,48,49,50,51,52
RAD54 branch,-12,-4,8,3,7,-1,x,-8
ERp5 inh,-1,0,-2,-8,x,-2,7,-2
PglD DTNB,2,22,8,0,2,0,x,4
ARNT-TACC3 inh,-7,-5,7,-2,-9,-8,-5,-8
esBAF inh,-2,2,8,5,1,15,x,-4
CASP6 VEID inh,7,-4,0,3,x,1,2,2
E-sel inducer,0.8,-0.4,0.0,-0.2,x,0.2,x,x
RAD52 inh,-9,4,-16,-14,x,-6,10,-9

53. C[C@H](CO)N1C[C@H](C)[C@H](CN(C)Cc2ccc(Cl)c(Cl)c2)Oc2c(NS(=O)(=O)c3ccc(Cl)cc3)cccc2C1=O
54. O=c1[nH]c2cc3c(cc2cc1CN(CC1CCCO1)S(=O)(=O)c1ccc(Cl)cc1)OCCO3 (stereo unspecified)
55. O=C(Nc1ccc(Cl)c(C(F)(F)F)c1)C1Cc2c(-c3ccccc3Oc3ccccc3)ccnc2O1 (stereo unspecified)
56. CC(C)(C)c1ccc(-c2noc(CCC(=O)N3CCOCC3)n2)cc1
57. Cn1c(=O)c2c(ncn2CC(COCc2ccc(Cl)cc2)OCc2ccc(Cl)cc2)n(C)c1=O (stereo unspecified)
58. COc1ccc(S(=O)(=O)N(CC(=O)N/N=C/c2ccc(C(=O)O)cc2)Cc2ccccc2)cc1OC
59. Cc1ccccc1Nc1c(-c2cccnc2)nc2cccc(C)n12
60. Cc1cccc(-c2ocnc2C(=O)Nc2ncc(C)s2)c1
61. O=C(NC1c2ccccc2Oc2ccccc21)c1ccc([N+](=O)[O-])cc1

Compound,53,54,55,56,57,58,59,60,61
RAD54 branch,6,1,-16,x,0,-4,x,1,8
ERp5 inh,9,1,-4,5,x,1,8,-1,-3
PglD DTNB,-2,-2,1,x,7,11,x,-2,-4
ARNT-TACC3 inh,1,3,x,-8,-8,12,2,x,15
esBAF inh,-19,17,0,x,-21,-2,-11,3,2
CASP6 VEID inh,x,-3,-2,-3,x,4,1,1,-3
E-sel inducer,x,x,0.0,6.8,x,-0.2,-0.2,4.1,-0.2
RAD52 inh,8,4,-14,-11,x,-6,-7,2,2

Of the compounds above, these contain a COOH group.
20. Cc1ccc(NC(=O)CCC(=O)O)cc1F
30. C[C@H]1CN([C@@H](C)CO)C(=O)Cc2cc(NC(=O)c3ccncc3)ccc2O[C@@H]1CN(C)Cc1ccc(C(=O)O)cc1
33. CC1(C)CC(=O)c2cc(C(=O)O)c(=O)n(-c3ccccc3)c2C1
34. O=C(O)CCCc1ccc2c(c1)CCc1ccccc1-2
39. Cc1ccc(S(=O)(=O)Nc2cccc(S(=O)(=O)Nc3ccccc3C(=O)O)c2)c(C)c1
45. CCCC[C@@H]1C=C(C(=O)O)[C@H](c2ccc(Cl)cc2)N1S(=O)(=O)c1ccc(C)cc1
58. COc1ccc(S(=O)(=O)N(CC(=O)N/N=C/c2ccc(C(=O)O)cc2)Cc2ccccc2)cc1OC

Compound,20,30,33,34,39,45,58
RAD54 branch,10,-1,-7,3,18,-12,-4
ERp5 inh,-4,3,x,-4,-10,-1,1
PglD DTNB,-2,-3,5,-2,0,2,11
ARNT-TACC3 inh,-2,-6,-4,4,-1,-7,12
esBAF inh,-6,1,-7,-53,2,-2,-2
CASP6 VEID inh,-4,2,x,1,7,7,4
E-sel inducer,x,x,x,x,0.0,0.8,-0.2
RAD52 inh,-15,-5,x,-13,-24,-9,-6
